Screening results as filed in PubChem BioAssay.
IDE cell inh: inhibits human insulin-degrading enzyme in HEK cells | FAbetaB cleavage, fluorescence polarization | P14735 | 320,000 compounds, 0.41% hits | inhibition, % at 5.59 µM | AID 434962;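 active means percent inhibition above the average of all tested compounds plus 3 SD, set per screening campaign, cut at about 16% in these data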;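 further: IDE supplied by intact live HEK cells; FP after avidin binding of uncleaved biotin substrate so inhibition keeps polarization high; 0% = DMSO wells and 100% = 60 µM reference IDE inhibitor Ii1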
Target sequence (P14735 whole entry, looked up): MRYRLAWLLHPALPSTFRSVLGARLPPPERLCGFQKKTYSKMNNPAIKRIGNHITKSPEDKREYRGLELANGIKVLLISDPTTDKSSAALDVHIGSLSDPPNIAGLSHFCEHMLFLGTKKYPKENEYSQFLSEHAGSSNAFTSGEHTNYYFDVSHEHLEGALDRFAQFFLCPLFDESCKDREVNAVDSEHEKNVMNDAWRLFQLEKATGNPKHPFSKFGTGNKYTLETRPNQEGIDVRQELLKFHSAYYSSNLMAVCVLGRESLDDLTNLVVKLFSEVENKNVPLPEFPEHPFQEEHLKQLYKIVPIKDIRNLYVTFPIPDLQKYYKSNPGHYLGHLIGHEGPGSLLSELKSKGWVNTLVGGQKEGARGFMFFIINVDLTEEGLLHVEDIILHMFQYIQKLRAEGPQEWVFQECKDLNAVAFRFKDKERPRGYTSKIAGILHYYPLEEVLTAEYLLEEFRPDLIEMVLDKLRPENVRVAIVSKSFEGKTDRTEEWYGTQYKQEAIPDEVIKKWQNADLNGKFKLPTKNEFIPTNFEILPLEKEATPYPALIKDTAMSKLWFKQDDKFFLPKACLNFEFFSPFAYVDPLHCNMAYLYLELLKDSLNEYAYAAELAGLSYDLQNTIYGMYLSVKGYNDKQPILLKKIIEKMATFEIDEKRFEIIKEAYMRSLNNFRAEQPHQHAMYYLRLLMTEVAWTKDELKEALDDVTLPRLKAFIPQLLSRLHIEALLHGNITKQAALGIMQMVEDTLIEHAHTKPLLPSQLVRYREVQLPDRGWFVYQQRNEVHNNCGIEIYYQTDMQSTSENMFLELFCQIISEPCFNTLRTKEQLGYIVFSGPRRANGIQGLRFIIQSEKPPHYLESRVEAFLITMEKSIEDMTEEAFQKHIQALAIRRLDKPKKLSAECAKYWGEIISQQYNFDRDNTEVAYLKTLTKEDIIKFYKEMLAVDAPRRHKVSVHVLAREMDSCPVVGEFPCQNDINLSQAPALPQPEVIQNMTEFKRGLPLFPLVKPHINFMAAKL
IDE cell activ: boosts human insulin-degrading enzyme activity in HEK cells. AID 493087. FAbeta-B cleavage, fluorescence polarization; 0% vehicle, 100% cell-free pure enzyme wells. P14735. activation, % at 5.96 µM. 340,000 compounds, 0.073% hits;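 active means activation above the mean of all tested compounds plus 3 SD, set per screening campaign, cut at about 17% in these data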
The depositor's hits bear a star.

| canonical_smiles | IDE cell inh | IDE cell activ |
| --- | --- | --- |
| CC(NC(=O)c1ccccc1Cl)C(=O)OCc1cn2cc(Cl)ccc2n1 (stereo not given) | -2 | 0 |
| CCC(C)Sc1ccc([C@H]2N[C@@](CC(C)C)(C(=O)OC)[C@H]3C(=O)N(C)C(=O)[C@@H]23)cc1 (stereo not given in full) | -3 | -2 |
| CCOC(=O)c1c(C)[nH]c(NC(=O)NNC(=O)c2ccc(OC)cc2)c1C | -4 | 5 |
| CCN(C(=O)COC(=O)c1ccc2c(c1)OCO2)c1ccc(F)cc1 | 0 | 5 |
| Cc1ccc(C(=O)C(C)OC(=O)CN2C(=O)NC3(CCCC3)C2=O)cc1 (stereo not given) | 7 | 5 |
| Cc1ccccc1-c1nnc(SCC(=O)NCC2CCCO2)o1 (stereo not given) | -5 | 0 |
| O=C1CCN(Cc2ccccc2)S(=O)(=O)c2ccc(C(F)(F)F)cc21 | -1 | 4 |
| O=C(NCc1ccncc1)c1cccc(S(=O)(=O)Nc2ccc(SC(F)F)cc2)c1 | 11 | 1 |
| CN(c1ccccc1)S(=O)(=O)c1ccc(C(=O)Nc2ncccc2O)cc1 | 5 | 0 |
| COc1ccccc1-c1sc2ccccc2c1-c1ccc(O)cc1 | -3 | 4 |
| C=CCN(CC(=O)c1sc(C(=O)OCC)nc1C)c1cccc(Br)c1 | 1 | 0 |
| C[C@@H]1NS(=O)(=O)[C@H]2C[C@@H]3C=C[C@]2(O3)[C@H]1OC(=O)c1ccccc1Br | -2 | 1 |
| COc1ccc(NC(=O)CN(C)C(=O)c2cn(-c3ccccc3)nc2-c2ccc(OC)cc2)cc1 | -3 | 0 |
| C=CC[C@@H](CC(=O)N[C@H](CO)Cc1ccccc1)C(=O)N[C@H](COC(=O)[C@@H](CC=C)CC(=O)OC(C)(C)C)Cc1ccccc1 | 0 | 1 |
| COc1ccc(NC(=O)COC(=O)c2n[nH]c3ccccc23)c(OC)c1 | 0 | 3 |
| CC1CC1C(=O)OCC(=O)N(C)c1c(N)n(Cc2ccccc2)c(=O)[nH]c1=O (stereo not given) | -1 | 3 |
| CSc1ccc(/C=N/NC(=O)c2ccc(-n3cnnn3)cc2)cc1 | 9 | 0 |
| O=C(NCC(c1ccc(F)cc1)N1CCOCC1)c1nn(-c2ccccc2)c(=O)c2ccccc12 (stereo not given) | 5 | 7 |
| COc1ccccc1NC(=O)C(C)OC(=O)CCNS(=O)(=O)c1ccc(C)c(C)c1 (stereo not given) | 2 | 1 |
| O=C(NC1CC1)C1=C[C@H](c2coc3ccccc3c2=O)C[C@H](OCCCCO)O1 | 0 | 1 |
| O=C(NNC(=O)c1cc2ccccc2[nH]1)OCc1ccccc1 | 3 | -2 |
| Cc1ccc(-c2csc3ncnc(SCC(=O)NCC4CCCO4)c23)cc1 (stereo not given) | -5 | 4 |
| COCCN(C(=O)c1oc2ccccc2c1COC)c1c(N)n(CC(C)C)c(=O)[nH]c1=O | -2 | 1 |
| CCN(CC)C(=O)c1[nH]cnc1C(=O)Nc1cccc(C)c1 | -2 | 2 |
| Cc1cccc(C(=O)Nc2nsc(N)n2)c1 | -3 | -1 |

In the list so far, these have four or more nitrogen atoms:
| canonical_smiles | IDE cell inh | IDE cell activ |
| --- | --- | --- |
| CCOC(=O)c1c(C)[nH]c(NC(=O)NNC(=O)c2ccc(OC)cc2)c1C | -4 | 5 |
| COc1ccc(NC(=O)CN(C)C(=O)c2cn(-c3ccccc3)nc2-c2ccc(OC)cc2)cc1 | -3 | 0 |
| CC1CC1C(=O)OCC(=O)N(C)c1c(N)n(Cc2ccccc2)c(=O)[nH]c1=O (stereo not given) | -1 | 3 |
| CSc1ccc(/C=N/NC(=O)c2ccc(-n3cnnn3)cc2)cc1 | 9 | 0 |
| O=C(NCC(c1ccc(F)cc1)N1CCOCC1)c1nn(-c2ccccc2)c(=O)c2ccccc12 (stereo not given) | 5 | 7 |
| COCCN(C(=O)c1oc2ccccc2c1COC)c1c(N)n(CC(C)C)c(=O)[nH]c1=O | -2 | 1 |
| CCN(CC)C(=O)c1[nH]cnc1C(=O)Nc1cccc(C)c1 | -2 | 2 |
| Cc1cccc(C(=O)Nc2nsc(N)n2)c1 | -3 | -1 |

New compounds follow:
| canonical_smiles | IDE cell inh | IDE cell activ |
| --- | --- | --- |
| CC(C)(C)c1csc(NC(=O)Cc2ccc(S(=O)(=O)N3CCOCC3)s2)n1 | -3 | 5 |
| O=C1C=C(c2ccc(Cl)c(C(F)(F)F)c2)C[C@@H](c2ccc(F)cc2)C1 | 1 | 2 |
| Cc1cc(C(=O)NCC(=O)Nc2c(C)cccc2C)c2ccccc2n1 | -1 | -2 |
| CCN(C[C@H]1N[C@@](CC)(C(=O)OC)[C@H]2C(=O)N(Cc3ccccc3)C(=O)[C@@H]12)C(C)=O | -1 | 5 |
| Cc1ccc(OCCCC(=O)Nc2ccc(S(=O)(=O)N3CCOCC3)cc2)cc1 | 13 | -11 |
| C[C@H](CO)N1C[C@H](C)[C@@H](CN(C)Cc2ccncc2)Oc2c(NC(=O)C3CCCCC3)cccc2C1=O | 4 | -11 |
| CC1(c2nnc(-c3cccc(Cl)c3)o2)CC(c2cccc(F)c2)=NO1 (stereo not given) | -1 | 2 |
| Cc1ccc(NC(=O)CCc2nc3sc4c(c3c(=O)[nH]2)CCCC4)c(Br)c1 | 6 | 1 |
| CCCCN1C(=O)C(=O)N(CC(=O)c2cc(C)n(C3CC3)c2C)C1=O | 0 | 0 |
| O=c1[nH]c(-c2ccccc2)nc(-c2ccccc2)c1Cl | -3 | -1 |
| CN(C)CCn1c(COc2ccccc2)nc2ccccc21 | -3 | 3 |
| O=C1CCc2cc(S(=O)(=O)NCCc3ccccc3)cc3c2N1CC3 | 5 | 0 |
| COc1ccc(-c2noc(Cn3cc(S(=O)(=O)N4CCCC4)ccc3=O)n2)cc1 | 3 | 2 |
| Cc1cccc(-n2ncc3c(=O)[nH]c(SCC(=O)N4CC(=O)Nc5ccccc54)nc32)c1 | -4 | 2 |
| Cc1ccc(OCCCC(=O)N(C)CC(=O)Nc2ccccc2Cl)cc1 | 2 | 4 |
| CCN1C(=O)[C@H]2[C@@H](c3ccc(SC4CCCCC4)c(OC)c3)N3CCCC[C@@]3(C(=O)OC)[C@H]2C1=O | -6 | 4 |
| Cc1cccc(NC(=O)CN2CCN(C(=O)c3oc4c(Cl)cccc4c3C)CC2)c1C | 1 | 1 |
| C[C@@H](OC(=O)c1[nH]cnc1C(=O)N1CCN(C(=O)OC(C)(C)C)CC1)c1ccccc1 | 3 | -2 |
| CC(NC(=O)C1CCN(C(=O)Nc2ccccc2)CC1)c1ccccc1 (stereo not given) | -1 | 2 |
| O=C(CN1C(=O)NC2(CCCCCCC2)C1=O)Nc1ccc(Br)cc1Br | 0 | -3 |
| CCN(C(=O)Cn1nnc(-c2ccccc2)n1)C1CCS(=O)(=O)C1 (stereo not given) | 10 | 0 |
| CCOC(=O)c1c(C)[nH]c(C(=O)COC(=O)c2cccnc2Cl)c1C | 15 | -17 |
| Brc1cc2ccccc2[n+](Cc2ccccc2)c1 | 0 | 3 |
| COc1cccc(CNC(=O)COC(=O)c2cc([N+](=O)[O-])ccc2N2CCCC2)c1 | -1 | -1 |
| CCCNC(=O)c1onc(CS(=O)(=O)c2cccc(OC)c2)c1C(=O)NCCC | 1 | -2 |

Profiles from above. Screens in order: IDE cell inh | IDE cell activ
`C[C@H](CO)N1C[C@H](C)[C@@H](CN(C)Cc2ccncc2)Oc2c(NC(=O)C3CCCCC3)cccc2C1=O` in the list: 4 | -11
`CCCNC(=O)c1onc(CS(=O)(=O)c2cccc(OC)c2)c1C(=O)NCCC` in the list: 1 | -2
`COc1cccc(CNC(=O)COC(=O)c2cc([N+](=O)[O-])ccc2N2CCCC2)c1` in the list: -1 | -1
`CCOC(=O)c1c(C)[nH]c(C(=O)COC(=O)c2cccnc2Cl)c1C` in the list: 15 | -17

(more compounds)
| canonical_smiles | IDE cell inh | IDE cell activ |
| --- | --- | --- |
| CC(C)(C)OC(=O)C[C@H]1C/C=C\C[C@H](CC(=O)N[C@@H](CO)Cc2ccccc2)C(=O)N[C@H](C(C)(C)C)COC1=O | 2 | -1 |
| Cc1ccc(N2CC(C(=O)N3CCC4(CC3)CC(=O)c3ccccc3O4)CC2=O)cc1 (stereo not given) | 11 | -4 |
| CCCNC(=O)C(Cc1ccc(Br)cc1)NC(=O)c1ccc(C#N)cc1 (stereo not given) | 2 | 0 |
| CCOc1ccccc1C(=O)NCC(=O)N1CCN(Cc2ccc3c(c2)OCO3)CC1 | -4 | -5 |
| CC1CCCCC1NC(=O)COC(=O)c1cc(=O)[nH]c2ccccc12 (stereo not given) | -1 | 2 |
| COc1ccccc1C(=O)NC(=O)COC(=O)Cc1n[nH]c(=O)c2ccccc12 | -1 | 7 |
| Cc1ccc(OCCC(=O)Nc2ccc3c(c2)OCCCO3)cc1 | 6 | -5 |
| O=C(CNCc1ccco1)Nc1cc(S(=O)(=O)N2CCOCC2)ccc1N1CCOCC1 | 0 | 1 |
| O=C(Sc1ccc(Cl)cc1)c1ccccn1 | 8 | -7 |
| C[C@H](NC(=O)c1ccco1)C(=O)NCc1cccs1 | -5 | 2 |
| O=C(OCC(=O)N1CCN(C(=O)COC(=O)c2ccc(O)cc2O)CC1)c1ccc(O)cc1O | 12 | 3 |
| O=C1N[C@H](Cc2ccccc2)COC(=O)[C@H](Cc2ccc(F)cc2)CC/C=C/C[C@@H]1CC(=O)N(CCO)Cc1ccccc1 | 2 | 6 |
| CCOC(=O)C1CCCN(C(=O)c2ccccc2NS(=O)(=O)c2ccc(F)cc2)C1 (stereo not given) | -2 | 2 |
| CC1CC1C(=O)OCC(=O)Nc1ccc(Cl)cn1 (stereo not given) | -2 | 1 |
| O=C(COC(=O)c1cc2ccccc2cc1O)NC1CCCCC1 | -4 | 1 |
| CCN(C(=O)c1cccc(Br)c1)C1CCS(=O)(=O)C1 (stereo not given) | 1 | 3 |
| O=C(NCCC1CCCCN1S(=O)(=O)c1ccc(F)cc1)C(=O)Nc1ccccc1F (stereo not given) | 0 | -2 |
| Cc1ccccc1CNC(=O)CCNS(=O)(=O)c1ccc(OC(F)(F)F)cc1 | 6 | 2 |
| Cc1cc(Cl)ccc1OCC(=O)OCC(=O)NC1CCS(=O)(=O)C1 (stereo not given) | -4 | 6 |
| CCc1ccc(-c2nn(Cc3ccccc3)cc2C(=O)NCC2CCCO2)cc1 (stereo not given) | 0 | -2 |
| O=C(O)C[C@H]1c2cc(C(F)(F)F)ccc2S(=O)(=O)N1C1CCCCC1 | 6 | 6 |
| COCCN(C(=O)COC(=O)c1cc2ccccc2cc1O)c1c(N)n(Cc2ccccc2)c(=O)[nH]c1=O | 4 | 0 |
| Cc1cccc(C(=O)OCC(=O)NCCN2C(=O)CSC2=O)c1[N+](=O)[O-] | 2 | 1 |
| Cc1ccc(SCC(=O)NNC(=O)CNC(=O)c2ccccc2F)cc1 | 1 | 3 |
| CCOC(=O)[C@H]1[C@H]2COc3ccc(Cl)cc3[C@@H]2N2C(=O)c3cc(Cl)ccc3NC(=O)[C@@]12C | 4 | -1 |
| CN(CC(=O)Nc1cccc(F)c1)C(=O)CCCn1c(=O)oc2ccccc21 | -1 | -1 |
| COc1ccc(NC(=O)CSc2n[nH]c(-c3ccccc3)n2)cc1S(N)(=O)=O | -2 | 0 |
| CCOc1ccc(CCNC(=O)COC(=O)c2cccc(S(=O)(=O)N3CCCCC3)c2)cc1OCC | 0 | 11 |
| O=C(Nc1ccccc1N1CCCC1)c1ccc(F)c(S(=O)(=O)N2CCOCC2)c1 | -1 | 6 |
| Cc1cccc(-c2sc(Nc3ccccc3)n[n+]2-c2ccccc2)c1 | 6 | 0 |
| COCCNc1nnc(SCC(=O)NNC(=O)c2ccco2)s1 | 1 | -1 |
| Cc1ccc(C)c(OCCC(=O)OCC(=O)Nc2ccc(C)c(S(=O)(=O)N3CCCCC3)c2)c1 | 0 | -7 |
| CCC(C)c1ccccc1N1CC(C(=O)NCCC2=CCCCC2)CC1=O (stereo not given) | -1 | 0 |
| CCCCN(C(=O)COC(=O)c1ccc(C=O)cc1)c1c(N)n(CCC)c(=O)[nH]c1=O | -1 | 1 |
| COc1ccc(CNC(=O)COC(=O)c2ccc(C)c(S(=O)(=O)N3CCOCC3)c2)cc1 | -1 | 1 |
| CN(C(=O)COC(=O)CN1C(=O)C2CC=CCC2C1=O)c1ccccc1 (stereo not given) | 7 | 0 |
| O=c1c(-c2ccc(O)cc2)coc2cc(O)ccc12 | -3 | -2 |
| COc1ccc(-c2csc(NC(=O)CSCC(=O)Nc3cc(C)on3)n2)cc1 | 5 | 1 |
| CCOC(=O)[C@H]1[C@H]2COc3ccc(Cl)cc3[C@@H]2N2C(=O)c3cc(F)c(F)cc3NC(=O)[C@@]12C | -1 | 0 |
| CCN1CCN(c2ccc(S(=O)(=O)N3CCOCC3)cc2NC(=O)CCSC)CC1 | -1 | 3 |
| COc1ccc(NC(=O)N(C)C[C@H]2Oc3ccc(NC(=O)Nc4c(C)noc4C)cc3C(=O)N([C@H](C)CO)C[C@@H]2C)cc1 | 5 | 0 |
| C=CCC[C@@H](Cc1ccc(F)cc1)C(=O)OC[C@@H]1CCCN1C(=O)[C@@H](CC=C)CC(=O)N[C@@H](CO)Cc1ccccc1 | 3 | 11 |
| CCN(CC)S(=O)(=O)c1ccc(OC)c(NC(=O)c2ccc(-n3cncn3)c([N+](=O)[O-])c2)c1 | 6 | 4 |
| CC(=O)Nc1ccc(S(=O)(=O)N(C)CC(=O)Nc2ccc(Br)cc2F)cc1 | -3 | 8 |
| CC(OC(=O)/C=C/c1ccccc1)C(=O)Nc1ccc2c(c1)OCCO2 (stereo not given) | -6 | 2 |
| CCOc1ccc(S(=O)(=O)N2CCN(C(=O)c3ccc(-n4cncn4)c([N+](=O)[O-])c3)CC2)cc1 | 9 | -2 |
| CC(C(=O)Nc1nc(-c2ccc(F)cc2)cs1)N1C(=O)C2CC=CCC2C1=O (stereo not given) | 1 | 6 |
| CN1CCN(C(CNC(=O)C(=O)Nc2ccc3c(c2)OCCO3)c2ccc(F)cc2)CC1 (stereo not given) | -5 | 1 |

Some of the compounds tested, so the mix of outcomes need not match the whole.
